Assay outcomes: PubChem, several laboratories
Myeloid diff 2 – induction of myeloid progenitor differentiation, primary screen, cell-based, flow cytometry, MLPCN library. ER-HoxA9 myeloid progenitors, lysozyme-GFP differentiation. hit rate 1% among 360,000. calls only at 10 µM;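 active = normalized GFP-positive differentiation at or above the plate's own cutoff, the solvent-only control mean plus 3 SD; inconclusive = no clear call, values can overlap the other calls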;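 note: cells exposed to compound for four days before flow analysis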
K1F lysis inhibition – inhibition of K1F phage lysis, E. coli UTI89, bacterial capsule biogenesis inhibitors, alamar blue (AID 488966). E. coli UTI89 K1F phage lysis, alamar blue, 2 h; higher % means a stronger effect. inhibition, % at 100 µM, or IC50 in µM where a hit was titrated. hit rate 0.02% among 340,000;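 active = phage lysis inhibition, versus mean bacterial control, above a set limit; inconclusive = no clear call, values can overlap the other calls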;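 note: capsule biogenesis inhibitors block K1F phage lysis so surviving cells raise fluorescence; higher fluorescence means more inhibition of phage lysis; actives were called in the ten point dose series up to 300 µM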
TNAP activators – human TNAP enzyme activators, primary screen, biochemical, luminescent, no phosphate acceptor, uHTS (AID 1001) | Alkaline phosphatase, tissue-nonspecific isozyme (Homo sapiens) | purified TNAP, luminescent activation assay, no phosphate acceptor; higher activation fold means a stronger effect | activation fold at 20 µM; hits with a dose series show EC50 in µM | hit rate 0.03% among 200,000; in the data active = activation fold from about 3, or a potency from the dose series; inactive = the rest, 99 in 100 with activation fold below about 1.6; note: many of its hits are not listed in these tables
Large T inhibition – SV40 large T antigen inhibitors, biochemical (AID 1903); SV40 large T antigen ATPase/helicase inhibition assay; higher % means a stronger effect; one-dose inhibition, % at 20 µM; IC50 in µM for titrated hits; hit rate 0.39% among 310,000; in the data active = a potency from the dose series; inconclusive = inhibition mostly from about 32% at the one dose, without a potency; inactive = the rest, 99 in 100 with inhibition below about 32%; note: strong numbers were not always called active
T cell HTS – modulators of CD8 T cell-vesicle binding, primary screen, mouse 2C CD8+ T cells, flow cytometry. hit rate 0.068% among 330,000. calls only at 7 µM. 2C CD8+ T cell-vesicle binding; stronger effect = lower value;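 active = response, share of CD8 T cells binding vesicles, and their 90th percentile fluorescence all below set limits, cut at about 80% in these data, passing the limit was not always enough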
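Benchmarks: naked versus QL9-loaded vesicles / Assay system: purified 2C TCR transgenic mouse naive CD8+ T cells / Technique: high-throughput flow cytometry with anti-B7-1 and anti-CD8 staining / Timing: Cell–vesicle co-incubation 1.5 h at 37 °C, staining 20 min on ice / Read-out: percent CD8+ FL2 mean versus row control / Probe or stimulus: QL9-loaded Drosophila micro-vesicles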
Rac1 GTP hydrolysis – MgcRacGAP GTPase-activating activity inhibitors, confirmation, biochemical, ADP Hunter fluorescence; MgcRacGAP-stimulated Rac1 GTP hydrolysis, ADP Hunter fluorescence; higher % means a stronger effect; GST-tagged Rac1 F28L mutant substrate; one-dose inhibition, % at 30 µM; IC50 in µM for titrated hits; Rac GTPase-activating protein 1 (Homo sapiens); hit rate 0.6% among 340,000;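 active = first-screen hits whose inhibition reached a set limit at any dose in the follow-up dose series; inconclusive = inhibition above the set first-screen limit but never retested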;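 note: fluorescence reports GDP produced by GAP-driven GTP hydrolysis; strong numbers were not always called active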
NTR1 ag – agonists of NTR1, primary screen, imaging, U2OS cells, beta-arrestin-GFP, high content (AID 493036). NTR1-U2OS beta-arrestin-GFP spot imaging, agonist mode. activation, % at 20 µM. hit rate 0.17% among 330,000;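 active = activation at or above 40% of the spot to cytoplasm intensity ratio, with at least 20 cells analyzed; inconclusive = wells under 20 cells, flagged as cytotoxic or low count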;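 note: 0% = DMSO without peptide and 100% = 100 nM NTR1 peptide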
Target sequence (P30989 whole entry, looked up): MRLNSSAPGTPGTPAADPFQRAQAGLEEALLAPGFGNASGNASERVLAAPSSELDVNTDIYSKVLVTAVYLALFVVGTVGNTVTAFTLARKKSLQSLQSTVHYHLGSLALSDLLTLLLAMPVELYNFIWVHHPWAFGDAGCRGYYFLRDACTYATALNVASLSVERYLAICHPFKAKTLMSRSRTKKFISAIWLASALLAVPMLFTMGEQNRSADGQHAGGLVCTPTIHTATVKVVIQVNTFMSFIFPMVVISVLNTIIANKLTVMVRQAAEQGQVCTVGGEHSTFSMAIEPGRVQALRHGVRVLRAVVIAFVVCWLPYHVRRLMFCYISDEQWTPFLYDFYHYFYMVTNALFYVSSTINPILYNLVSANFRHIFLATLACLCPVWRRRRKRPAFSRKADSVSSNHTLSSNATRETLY
RSV CPE inhibition – RSV antiviral activity via CPE protection, HEp-2 cells, primary 10 µM value included (AID 2391); hit rate 0.13% among 310,000; one-dose CPE inhibition, % at 10 µM; IC50 in µM for titrated hits; HEp-2 cells, RSV-induced CPE inhibition; higher % means a stronger effect; in the data active = a potency from the dose series; inconclusive = CPE inhibition mostly from about 23% at the one dose, without a potency; inactive = the rest, 99 in 100 with CPE inhibition below about 21%; note: strong numbers were not always called active
Salmonella PhoP GFP – inhibitors of PhoP regulon expression, primary screen, Salmonella Typhimurium, GFP reporter (AID 1863); S. Typhimurium PhoP-regulated promoter GFP reporter, 4 h; higher % means a stronger effect; inhibition, % at 50 µM; hits with a dose series show IC50 in µM; hit rate 0.16% among 300,000;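 active = inhibition over 29.93%, a cutoff 3 SD above the screen mean, later confirmed by dose response; inconclusive = inhibition over 29.93% but no dose response follow-up; inactive = inhibition at most 29.93% or unconfirmed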;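 note: 0% = low Mg2+ inducing control and 100% = high Mg2+ repressing control; strong numbers were not always called active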
T cell HTS vesicle-bound % – further read-out of T cell HTS, marked with its call; double positive events, %; measured here: CD8+ vesicle-bound cell fraction;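 binding gate set so that unloaded-vesicle control wells show 10% double positive cells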
NTR1 ag cell count 20 µM – second read-out of NTR1 ag, no call of its own (marks repeat the call); cell count; measured here: cell count, cytotoxicity flag
Myeloid diff 2 GFP+ MAC1+ % – further read-out of Myeloid diff 2, marked with its call; GFP+ MAC1+ double positive, %; measured here: differentiation confirmed by MAC1 staining
Active calls of the source: *; i = inactive; ? = inconclusive; . = no result given; [ ] = remark or other dose.

SMILES | Myeloid diff 2 | Myeloid diff 2 GFP+ MAC1+ % | K1F lysis inhibition | TNAP activators | Large T inhibition | T cell HTS | T cell HTS vesicle-bound % | Rac1 GTP hydrolysis | NTR1 ag | NTR1 ag cell count 20 µM | RSV CPE inhibition | Salmonella PhoP GFP
Cc1ccc(S(=O)(=O)N2CC(=O)NC(=O)C2)cc1 | i | 0.5 | 0.3% | . | 7.2% | i | 40.6 | 6.0% | -0.7 | 54 | 0.4% | -5.4%
CNC(=O)C1(CC(C)C)C=CCN1C(C)=O (stereo not given) | i | 1.1 | 1.9% | 1 | 14.1% | i | 19.9 | 5.7% | 2.4 | 59 | 3.2% | -0.3%
COc1cccc(-n2c(Cn3nc(C(F)(F)F)cc3C)n[nH]c2=S)c1 | i | 0.1 | -1.0% | 1 | 21.7% | i | 22.2 | 1.5% | 0.8 | 47 | 3.7% | 7.9%
CC(C)C(C)NC(=O)COC(=O)/C=C/c1ccc(S(=O)(=O)N2CCc3ccccc32)cc1 (stereo not given) | i | 0.1 | -0.2% | 1.1 | -4.4% | i | 39.5 | 5.6% | 2.0 | 41 | 1.7% | 7.7%
COC(=O)c1ccc2c(c1)SC1=C(CCCC1=O)N2 | i | 0.9 | -0.1% | 1.4 | 7.5% | i | 52.8 | 22.3% | 1.5 | 52 | 2.1% | -1.4%
O=C(NCC(=O)N(c1ccccc1)C(C(=O)NC1CCCCC1)c1ccncc1)c1ccco1 (stereo not given) | i | 0.2 | -2.6% | 0.8 | 5.5% | i | 58.4 | 1.5% | -6.3 | 85 | -0.6% | -5.6%
CCOC(=O)[C@H]1[C@H]2COc3ccc(Br)cc3[C@@H]2N2C(=O)c3ccc(C)cc3NC(=O)[C@@]12C | i | 2.3 | 5.0% | . | 12.4% | . | . | 9.4% | -1.9 | 107 | 8.7% | .
O=C(COc1ccc(-n2cnnn2)cc1)Nc1cccc(Cl)c1Cl | i | 2.6 | 0.3% | . | 9.8% | i | 54.4 | 2.7% | 0.1 | 54 | 1.3% | -1.4%
O=C(Nc1ccncc1)c1cc(S(=O)(=O)N2CCCC2)ccc1Cl | i | 0.9 | 0.5%[50 µM] | . | . | i | 32.2 | 1.4% | 5.1 | 49 | . | .
CCOCC(=O)Nc1nc2ccc(OC)cc2s1 | i | 0.7 | -0.3% | 1 | 21.4% | i | 6.9 | -1.2% | -1.3 | 69 | 0.1% | 4.7%
CCN(C(=O)COC(=O)/C=C/c1ccc(O)c(OC)c1)C1CCS(=O)(=O)C1 (stereo not given) | i | 0.3 | 3.4% | 1 | ? | i | 33.1 | ? | 1.6 | 50 | 0.2% | -3.8%
COc1ccc(-c2cc(-c3ccccc3)nc(=O)[nH]2)cc1 | i | 0.5 | 0.1% | . | 8.8% | i | 20.5 | 11.5% | 0.7 | 58 | -0.9% | 6.2%
CC1CCN(C(=O)c2[nH]cnc2C(=O)Nc2nccs2)CC1 | i | 0.8 | 1.1% | . | . | i | 29.8 | 10.1% | 3.4 | 57 | 0.4% | .
COc1ccc2c(c1)c1nnc(SCC(=O)N3CCCCC3C)nc1n2C (stereo not given) | i | 0.7 | -0.5% | 1.1 | 7.3% | . | . | 9.2% | . | . | . | 4.3%
Cn1cnnc1SCc1ccc(C(=O)n2ncc(C#N)c2N)cc1 | i | 0.0 | 0.7% | 1.1 | 15.3% | i | 38.9 | 4.5% | -2.6 | 81 | 2.3% | -8.4%
COc1ccc(OC)c(S(=O)(=O)NC(C)(C)C)c1 | i | 3.2 | 4.7% | 1.1 | -2.8% | i | 29.5 | 5.8% | -0.2 | 50 | 2.0% | 18.2%
CC1CCC(NC(=O)C2CCN(S(=O)(=O)c3ccc4nc5c(c(C(=O)O)c4c3)CC(C)CC5)CC2)CC1 (stereo not given) | i | 0.2 | -2.0% | 1.1 | 4.3% | i | 10.7 | 5.8% | 0.6 | 59 | 2.5% | -10.9%
O=C(c1ccc(N2CCCC2=O)cc1)N1CCN(c2ccccc2Cl)CC1 | i | 0.5 | 0.3% | . | . | i | 21.0 | 6.4% | 0.9 | 62 | 3.8% | .
N=c1n(CCN2CCCCC2)c2ccccc2n1CC(O)c1ccco1 (stereo not given) | i | 0.7 | 0.9% | . | 7.4% | i | 34.9 | 12.5% | 0.1 | 60 | -0.5% | -13.3%
CCSC1=N/C(=C\c2ccc(C)s2)C(=O)S1 | i | 0.4 | 0.6% | 0.9 | 5.7% | i | 51.5 | 7.3% | 1.1 | 54 | 1.7% | -3.6%
Cc1ccc(S(=O)(=O)N2CCN(c3ccc([N+](=O)[O-])c(Sc4nncn4C)c3)CC2)cc1 | i | 0.5 | 1.3% | 1 | 1.2% | i | 57.0 | 7.8% | 5.9 | 45 | 2.0% | 15.1%
CC1Cc2ccccc2N1C(=O)CSc1nnc(C2CC2)n1C (stereo not given) | i | 0.3 | 0.6% | 1 | 14.2% | i | 33.9 | -2.0% | -0.9 | 73 | -0.5% | 2.8%
COCCCNC(=O)c1c[nH]c2ccc(S(=O)(=O)N3CCC4(CC3)OCCO4)cc2c1=O | i | 0.3 | -0.1% | 1 | 12.1% | i | 35.7 | 4.2% | 0.5 | 54 | 0.7% | -5.7%
O=S1(=O)CC(O)C(NCc2cccnc2)C1 (stereo not given) | i | 7.1 | -1.0% | 1.1 | -2.5% | i | 36.0 | -0.3% | 0.8 | 37 | 0.7% | 3.0%
CCn1ncc(C2C(C(=O)Nc3ccc(C)cn3)=C(C)NC3=C2C(=O)CCC3)c1C (stereo not given) | i | 0.2 | 1.9%[50 µM] | 1.1 | 5.3% | i | 37.9 | 4.9% | -1.7 | 62 | 2.5% | -8.7%
Cc1ccc(S(=O)(=O)N(CCC#N)CCN2CCCC2)cc1 | i | 0.6 | 0.6% | 1.2 | 2.8% | i | 26.6 | 7.3% | -0.6 | 31 | 0.5% | 4.6%
COc1ccc(C(=O)n2nc(C)cc2C)cc1Br | i | 1.2 | 0.0% | 1 | 11.8% | i | 27.9 | 2.9% | 2.1 | 77 | 3.1% | -7.5%
O=C(O)c1cc(C(=O)C2CCCCC2)c[nH]1 | i | 0.1 | 0.8% | 1 | 4.6% | i | 36.1 | 7.6% | 1.3 | 47 | 0.2% | -6.2%
COc1ccccc1NC(=O)CSc1nc2[nH]ncc2c(=O)[nH]1 | ? | . | 0.9%[50 µM] | . | 9.0% | i | 46.7 | 4.3% | -0.3 | 65 | 1.1% | 2.3%
O=C(CN1CCOCC1)Nc1c(-c2ccccc2)c2cc(Br)ccc2[nH]c1=O | i | 0.7 | -0.1% | 1.1 | -3.6% | i | 8.9 | 11.5% | 0.0 | 55 | -1.6% | 4.9%
O=C(COC(=O)CCC(=O)c1cccs1)Nc1ccc(F)c(F)c1F | i | 1.7 | 1.8%[50 µM] | . | . | i | 44.2 | 3.5% | 0.3 | 55 | . | .
O=C(Nc1nccs1)c1ccc2ccccc2n1 | i | 2.8 | 0.5% | . | 3.5% | i | 37.6 | 4.8% | 1.0 | 74 | 3.5% | 6.7%
CCCCN(C)C(=O)c1cc2cc3ccc(OC)cc3nc2o1 | i | 0.5 | 0.0% | . | 3.7% | i | 25.8 | 7.5% | 4.3 | 65 | 12.1% | -5.5%
O=C(CN1C(=O)S/C(=C/C=C/c2ccccc2)C1=O)Nc1ccc(C(=O)O)cc1 | i | 0.3 | -1.1% | 0.9 | 6.4% | i | 51.9 | 7.6% | -1.2 | 92 | -0.3% | -6.4%
CC1CCCC(C)N1CCCNC(=O)Cn1ncc2c3ccccc3n(C)c2c1=O (stereo not given) | i | 2.8 | 0.0% | . | 10.9% | i | 23.3 | 14.3% | 2.8 | 63 | -0.4% | -12.0%
COCCN(C(=O)c1snc(C(N)=O)c1N)C(C(=O)NC1CCCC1)c1cc(OC)c(OC)c(OC)c1 (stereo not given) | i | 0.4 | 0.0% | . | 5.9% | i | 16.0 | 2.3% | -0.9 | 48 | 1.8% | 6.7%
C=CCOc1ccc(/C=C/C(=O)Nc2ccc(C(=O)NC)cc2)cc1 | i | 0.2 | -0.7% | 1.1 | 10.2% | i | 58.6 | -6.8% | 5.9 | 77 | 3.8% | 7.3%
O=C(NCCCN1CCCCC1)C1CCN(c2ncnc3c2nc2n3CCCCC2)CC1 | i | 1.3 | 0.0% | . | . | i | 17.6 | -6.7% | -0.8 | 59 | 1.0% | 3.7%
Cc1ccccc1Nc1c(-c2ccccn2)nc2ccccn12 | i | 0.7 | 1.0% | 1.2 | <0.39µM* | i | 36.4 | ? | 1.5 | 70 | 2.3% | -6.0%
CSc1ccc(Cl)c(C(=O)NNC(=O)c2cccs2)c1 | i | 0.4 | 0.8% | . | . | i | 37.5 | 10.3% | 4.1 | 63 | . | .
Cc1[nH]c2ccccc2c1C(=O)/C=C/c1ccccc1 | i | 0.7 | 0.3% | 1 | -2.3% | i | 44.2 | 15.2% | -0.9 | 58 | ? | -5.7%
O=C(CSC1=NCCS1)Nc1nc2ccccc2s1 | i | 4.6 | 0.1% | 1 | 6.1% | i | 14.5 | 20.9% | 1.9 | 44 | -1.7% | -0.8%
CCOc1ccc(NC(=O)Nc2cc(C)on2)cc1 | i | 0.3 | -0.1% | 1 | 1.4% | i | 25.0 | 6.5% | -0.5 | 94 | -1.4% | 2.5%

Rows were taken by chance; 2.3% or so of the library scored in one or more.
